Bim-Bcl-B = disrupts Bim peptide binding to human Bcl-B | Q9HD36 | inhibition, % at 10 µM | actives 0.073% (n = 190,000) | bead-based flow cytometry | AID 951;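 further: 0% = tracer peptide without compound and 100% = reference inhibitor peptide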
ABCG2 inh = inhibitors of human ABCG2 transporter, ABCB1 counter-screen; Q9UNQ0; IgMXP3 cells, JC-1 efflux, flow cytometry; inhibition, % at 6.6 µM; actives 0.1% (n = 190,000); AID 1325;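 active means inhibition above 80%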;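 further: 0% = DMSO and 100% = nicardipine control wells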
Target sequence (Q9UNQ0 whole entry, looked up): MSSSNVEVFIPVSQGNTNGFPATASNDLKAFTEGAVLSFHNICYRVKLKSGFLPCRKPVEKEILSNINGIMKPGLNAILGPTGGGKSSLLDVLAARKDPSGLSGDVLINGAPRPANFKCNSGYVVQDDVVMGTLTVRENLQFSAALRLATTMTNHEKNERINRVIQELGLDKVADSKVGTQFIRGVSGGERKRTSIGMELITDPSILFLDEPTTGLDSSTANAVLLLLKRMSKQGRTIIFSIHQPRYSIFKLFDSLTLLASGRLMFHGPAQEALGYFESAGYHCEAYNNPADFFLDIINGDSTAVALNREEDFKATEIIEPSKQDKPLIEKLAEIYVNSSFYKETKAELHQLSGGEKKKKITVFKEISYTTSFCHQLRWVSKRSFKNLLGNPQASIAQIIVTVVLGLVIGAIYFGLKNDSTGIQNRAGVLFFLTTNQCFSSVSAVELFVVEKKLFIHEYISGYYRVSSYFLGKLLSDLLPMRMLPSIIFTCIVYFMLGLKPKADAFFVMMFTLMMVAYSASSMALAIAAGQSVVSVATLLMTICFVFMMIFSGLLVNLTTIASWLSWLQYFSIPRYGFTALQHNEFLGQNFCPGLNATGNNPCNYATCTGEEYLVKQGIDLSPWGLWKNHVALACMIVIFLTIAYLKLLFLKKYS
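Test system: IgMXP3 (ABCG2) plus far-red-tagged CCRF-Adr (ABCB1) cells / Amount: 3 million cells/mL in well / Reagent: JC-1 transporter substrate / Timing: 10 min compound exposure, 25 °C / Signal: flow cytometry, 530 nm JC-1 signal / Read-out: percent efflux inhibition, scaled nicardipine 100% to DMSO 0% / Benchmarks: nicardipine as high control, DMSO as low control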
Bfl-1 Bim block = inhibitors of Bim-Bfl-1 interaction, human. Q16548. Bead-based flow cytometry, Bim-Bfl-1 binding inhibition. inhibition, % at 10 µM. actives 0.12% (n = 190,000);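 further: 0% = wells without compound plus tracer and 100% = blocker peptide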
Bcl-XL Bim block = inhibitors of Bim-Bcl-XL interaction, human. Q07817. Bim peptide-Bcl-XL binding, bead flow cytometry, fluorescence. inhibition, % at 10 µM. actives 0.04% (n = 190,000). AID 1007
GSH fluor = compound fluoresces at 488/530 nm on GSH beads; GSH beads flow cytometry, compound fluorescence 488/530 nm; active compounds read high; fluorescence (KMESF) at 10 µM; actives 0.25% (n = 190,000); AID 1776; in the data active means fluorescence above about 89;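 further: glutathione beads carrying GST-tagged Bcl family fusion proteins plus one bare bead set; values are compound well signal with DMSO vehicle wells as background; inactives centre near 16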
RGS8-Gao reg = regulators of human RGS8-Galphao interaction; P09471; multiplexed bead flow cytometry, RGS8-Galphao binding; actives lie on both sides; response (percent of control binding), % at 10 µM; actives 0.34% (n = 220,000); in the data active means response below about 60% or above about 140%; inactive means in between;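 further: Galphao activated as the GDP aluminium fluoride complex binding bead-coupled RGS8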
RGS4-Gao reg = modulates binding of RGS4 to human Galphao; P09471; Multiplexed bead flow cytometry; actives lie on both sides; binding response (% of control), % at 10 µM; actives 0.33% (n = 220,000); AID 1415; in the data active means binding response below about 49% or above about 150%; inactive means in between;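 further: fluorescent Galphao activated with aluminum fluoride binding bead-coupled RGS4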
RGS7-Gao reg = human RGS7-Galphao interaction regulation. Multiplexed bead flow cytometry, RGS7-Galphao binding; actives lie on both sides. binding response (% of control), % at 10 µM. actives 0.35% (n = 220,000). AID 1439; in the data active means binding response below about 49% or above about 150%; inconclusive means no clear call, values can overlap the other calls; inactive means in between;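 further: fluorescent Galphao held in activated GDP-AlF4 state binding bead-coupled RGS7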
ABCB1 block = inhibitors of human ABCB1 transporter, ABCG2 counter-screen; CCRF-Adr cells, JC-1 efflux, flow cytometry; inhibition, % at 6.6 µM; actives 0.067% (n = 190,000); AID 1326; in the data active means inhibition above about 40%;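 further: 0% = vehicle and 100% = reference inhibitor; higher value means more JC-1 retained so stronger ABCB1 efflux block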
Bim-Bcl-2 = inhibitors of Bim-Bcl-2 interaction, human | actives 0.06% (n = 190,000) | P10415 | inhibition, % at 10 µM | Bead-based flow cytometry, Bim peptide-Bcl-2 binding; in the data active means inhibition above about 40%; inconclusive means no clear call, values can overlap the other calls;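 further: 0% = no compound wells with probe peptide and 100% = reference peptide inhibitor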
Target sequence (P10415 whole entry, looked up): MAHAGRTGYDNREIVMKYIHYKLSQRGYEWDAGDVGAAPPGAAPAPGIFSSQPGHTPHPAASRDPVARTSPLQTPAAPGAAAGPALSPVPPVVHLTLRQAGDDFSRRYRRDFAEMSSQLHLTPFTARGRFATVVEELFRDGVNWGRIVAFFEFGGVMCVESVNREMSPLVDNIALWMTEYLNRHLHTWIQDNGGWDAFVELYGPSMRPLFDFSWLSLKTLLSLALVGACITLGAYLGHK
Bim-Bcl-W = disrupts Bim peptide binding to human Bcl-W; actives 0.02% (n = 190,000); Q92843; inhibition, % at 10 µM; AID 952; bead-based flow cytometry;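 further: 0% = bound tracer without compound and 100% = peptide blocker; higher means less fluorescent Bim peptide bound to Bcl-W beads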
Target sequence (Q92843 whole entry, looked up): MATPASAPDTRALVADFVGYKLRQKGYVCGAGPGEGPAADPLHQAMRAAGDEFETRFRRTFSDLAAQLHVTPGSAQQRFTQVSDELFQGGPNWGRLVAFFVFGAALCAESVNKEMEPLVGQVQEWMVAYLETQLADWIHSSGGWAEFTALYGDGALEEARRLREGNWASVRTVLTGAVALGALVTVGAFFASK
The depositor's hits bear a star; ? = inconclusive. Unless noted, no stated cut-off is given here; in the data, active means inhibition above about 40%.

SMILES | Bim-Bcl-B | ABCG2 inh | Bfl-1 Bim block | Bcl-XL Bim block | GSH fluor | RGS8-Gao reg | RGS4-Gao reg | RGS7-Gao reg | ABCB1 block | Bim-Bcl-2 | Bim-Bcl-W
Cc1noc(C)c1CC(=O)N1CCCC(C(=O)c2ccc(C(C)(C)C)cc2)C1 (configuration not stated) | -2 | 4 | 1 | -1 | 18 | 101 | 100 | 98 | 2.1 | -4 | -2
CCCCOc1ccc(-c2nnc(-c3cc[n+](C)cc3)o2)cc1 | -4 | 1 | -5 | -2 | 14 | 96 | 94 | 95 | 0.3 | 0 | -2
C/C(=N\NC(=O)CC(C)C)c1ccc(N2CCCCC2)cc1 | -5 | 49 | -11 | -3 | 11 | 94 | 85 | 83 | 0.3 | -7 | -3
Cc1cc(=O)[nH]c(SCc2csc(-c3ccccc3)n2)n1 | -5 | 8 | -16 | -6 | 11 | 103 | 105 | 101 | 0.7 | -7 | -3
O=C(CC1C(=O)NCCN1Cc1cccc(Oc2ccccc2)c1)NCCc1cnccn1 (configuration not stated) | -4 | 3 | -6 | -2 | 8 | 100 | 98 | 98 | 1.1 | 1 | 2
CC(C)CC(COCc1ccc(C(F)(F)F)cc1)N1CCN(C(=O)c2ccc(C(F)(F)F)cc2)CCC1=O (configuration not stated) | -6 | 9 | -2 | 0 | 16 | 105 | 103 | 102 | 2.0 | 0 | 2
O=C(NC1CCSC1=O)c1cccc(Cl)c1 (configuration not stated) | -2 | 4 | -4 | 0 | 15 | 101 | 102 | ? | 0.7 | -2 | 1
C/C(=N/Oc1nc(C)cc(C)n1)c1ccc(Br)cc1 | 1 | 20 | -2 | -5 | 35 | 99 | 100 | 101 | 0.7 | -1 | 0
CCOC(=O)N1CCN(S(=O)(=O)c2ccc(F)cc2)CC1 | -4 | 1 | -8 | 0 | 24 | 100 | 93 | 96 | 0.3 | -1 | -1
CCCCCCCC(=O)N/N=C(\C)c1ccc(N)cc1 | -5 | 5 | -6 | -2 | 12 | 103 | 104 | 102 | 0.9 | -2 | -4
CCOc1cc(CNc2ccc3c(c2)OCCO3)cc(Br)c1OCC | 0 | 0 | 8 | -2 | 25 | 100 | 101 | 99 | -0.1 | 1 | 0
COc1cc2[nH]c(=S)n(C3CC3)c(=O)c2cc1OC | -2 | 19 | -3 | -4 | 12 | 100 | 103 | ? | 1.0 | 0 | 0
CCOc1cc(C(=O)Nc2ccc(N3CCN(S(C)(=O)=O)CC3)cc2)cc(OCC)c1OCC | -2 | 2 | -3 | -2 | 14 | 98 | 98 | 100 | 0.4 | -3 | -1
O=C(COC(=O)/C=C/c1cccc([N+](=O)[O-])c1)NCC1CCCO1 (configuration not stated) | -2 | 5 | -1 | -2 | 14 | 99 | 97 | 98 | 0.6 | -4 | 1
CCCCOc1ccc(-n2nc(C)cc2C)nn1 | -8 | 1 | -18 | -6 | 21 | 100 | 101 | 97 | 0.6 | -7 | -4
COc1ccc(S(=O)(=O)Nc2ccc(N3CCOCC3)cc2)cc1Br | 0 | 3 | -4 | -4 | 11 | 97 | 100 | 101 | 0.9 | -9 | 8
Cc1ccc2c(=O)oc(N(C)C)nc2c1 | 0 | 6 | 5 | 1 | 24 | 101 | 99 | 98 | -0.5 | -1 | 0
C=CCn1c(SCC(=O)/C(C#N)=C(\C)N)nc2sc(CC)cc2c1=O | -4 | 6 | -4 | -4 | 11 | 99 | 99 | 102 | 6.0 | -3 | -2
N#CC(c1ccc(O)cc1)c1ncc(C(F)(F)F)cc1Cl (configuration not stated) | 2 | -1 | -2 | 0 | 13 | 102 | 101 | ? | -0.2 | -2 | 1
COc1ccc(-c2cc3ncc(C(C)=O)c(C)n3n2)cc1 | -7 | 1 | -8 | -3 | 17 | 106 | 105 | 107 | 0.1 | -4 | -1

Another view of 4 compounds above:
structure	Bim-Bcl-B	ABCG2 inh	Bfl-1 Bim block	Bcl-XL Bim block	GSH fluor	RGS8-Gao reg	RGS4-Gao reg	RGS7-Gao reg	ABCB1 block	Bim-Bcl-2	Bim-Bcl-W
COc1ccc(S(=O)(=O)Nc2ccc(N3CCOCC3)cc2)cc1Br	0	3	-4	-4	11	97	100	101	0.9	-9	8
Cc1ccc2c(=O)oc(N(C)C)nc2c1	0	6	5	1	24	101	99	98	-0.5	-1	0
C=CCn1c(SCC(=O)/C(C#N)=C(\C)N)nc2sc(CC)cc2c1=O	-4	6	-4	-4	11	99	99	102	6.0	-3	-2
N#CC(c1ccc(O)cc1)c1ncc(C(F)(F)F)cc1Cl (configuration not stated)	2	-1	-2	0	13	102	101	?	-0.2	-2	1

(list continues)
SMILES | Bim-Bcl-B | ABCG2 inh | Bfl-1 Bim block | Bcl-XL Bim block | GSH fluor | RGS8-Gao reg | RGS4-Gao reg | RGS7-Gao reg | ABCB1 block | Bim-Bcl-2 | Bim-Bcl-W
COc1ccc(NC(=O)C2CCN(S(=O)(=O)c3cccnc3)CC2)cc1Cl | -3 | 13 | 0 | -7 | 13 | 99 | 99 | 97 | 0.1 | 0 | -4
O=C(NC(=S)Nc1ccc(N2CCCCC2)cc1)c1ccco1 | -6 | 3 | -9 | -1 | 11 | 100 | 101 | 113 | 0.4 | -3 | 1
CNC(=O)c1cc(OCC(F)(F)F)ccc1OCC(F)(F)F | -3 | 5 | -3 | 2 | 13 | 99 | 99 | 113 | 0.7 | -1 | 4
COCC(=O)Nc1cc(C(=O)NCC(C)C)ccc1Cl | -2 | 10 | -1 | -2 | 9 | 98 | 97 | 98 | 1.1 | 0 | -2
COc1cccc(-c2nc(N3CC(C)CC(C)C3)c3ccccc3n2)c1O (configuration not stated) | -11 | 61 | -11 | -6 | 32 | 100 | 103 | 102 | 12 | -6 | -2
O=C(NC1CCCCC1)N(Cc1cc2cc3c(cc2[nH]c1=O)OCCO3)CC1CCCO1 (configuration not stated) | -3 | 2 | -1 | -4 | 13 | 103 | 100 | 100 | 0.4 | 1 | -2
COc1cc(OC)c(NC(=O)CCNS(=O)(=O)c2cc(Br)cnc2N)cc1Cl | -8 | 4 | -14 | 0 | 28 | 103 | 102 | 100 | 0.2 | -12 | 0
COc1ccccc1CNC(=O)C(CC(C)C)NC(=O)C1CCC(C)CC1 (configuration not stated) | -2 | 4 | 0 | -1 | 15 | 102 | 105 | 111 | 1.7 | -1 | -1
O=C1CCC/C1=c1\s/c(=C\c2cccnc2)c(=O)n1-c1ccccc1 | -5 | 7 | -1 | -5 | 9 | 106 | 116 | 114 | 1.3 | -1 | -2
CCOc1ccc(NC(=O)c2cccnc2C(=O)O)cc1 | -13 | -1 | -19 | -13 | 33 | 105 | 110 | 103 | 1.3 | -10 | -4
COC(=O)c1ccsc1NC(=O)CSc1nnnn1Cc1ccccc1 | -13 | 29 | -18 | -8 | 27 | 102 | 100 | 93 | 0.8 | -15 | -4
COc1ccc(CNC(=O)CSc2nnnn2-c2ccccc2)cc1 | 0 | 0 | 0 | -1 | 15 | 100 | 95 | 99 | 0.1 | -1 | 0
C/C(O)=C(\C#N)c1nnc2n1CCCCC2 | -11 | -2 | -13 | -6 | 29 | 103 | 104 | 102 | -2.4 | -11 | -2
CCN1C(=O)c2cccc3c(Cl)ccc(c23)C1=O | -4 | 5 | -6 | -2 | 20 | 101 | 101 | 96 | 0.1 | -5 | -1
CC(=O)Nc1cccc([N+](=O)[O-])c1 | -4 | 0 | -5 | -4 | 11 | 132 | 135 | ? | -0.3 | 0 | -2
COC(=O)C1NN=C(C(=O)c2ccccc2)C1c1ccccc1 (configuration not stated) | -4 | 2 | -3 | -3 | 5 | 103 | 104 | 99 | 0.6 | -4 | -2
CCn1nnc(-c2ccccc2NS(=O)(=O)c2ccc(S(=O)(=O)N(C)C3CCCCC3)cc2)n1 | -2 | 5 | 0 | -2 | 9 | 104 | 113 | 106 | 2.0 | -2 | -1
CCN(C(=O)Cn1cc(C(C)=O)c2ccccc21)c1ccccc1 | -2 | 3 | -8 | -1 | 17 | 107 | 104 | 104 | 0.9 | -1 | 0
Cc1cc(C)cc(C(=O)NC2C(=O)N3C(C(=O)O)=C(CSc4nnc(C)s4)CSC23)c1 (configuration not stated) | 4 | -10 | 0 | -3 | 12 | 96 | 99 | 96 | -1.3 | 0 | 0
CN1CCN(C(c2cccc(Cl)c2)c2ccccc2Cl)CC1 (configuration not stated) | -9 | 26 | -15 | -5 | 11 | 103 | 103 | 100 | 2.7 | -9 | -2
Cc1ccc(NC(=S)N(CCCN2CCOCC2)Cc2ccco2)cc1C | -7 | 3 | -2 | -3 | 8 | 102 | 102 | 99 | 1.0 | -3 | 0
COc1cc(/C=C/C(=O)OCC(=O)Nc2ccc(C)c(S(=O)(=O)N3CCCCC3)c2)ccc1O | -6 | -3 | -12 | -4 | 9 | 99 | 100 | 104 | 0.0 | -6 | -3
O=C(O)Cc1ccc(C(=O)c2cccs2)s1 | -2 | 1 | -5 | 0 | 5 | 90 | 79 | 78 | 0.1 | 2 | -4
O=P(O)(CCc1ccccc1)CN1CCCCC1 | -5 | 2 | -10 | -4 | 14 | 104 | 102 | 101 | 0.8 | -8 | 1
COc1ccc(-c2nn3c(-c4ccccc4)nnc3s2)cc1OC | -3 | 2 | -10 | 0 | 22 | 100 | 98 | 98 | 0.3 | -3 | 0
O=S(=O)(c1ccc(Cl)cc1Br)N1CCCCC1 | 0 | 4 | -3 | -2 | 26 | 81 | 87 | 88 | 0.8 | -4 | -1
CC1C(=O)Nc2ccccc2N1C(=O)c1ccccc1 (configuration not stated) | 1 | -2 | -2 | -2 | 9 | 103 | 102 | 103 | 0.1 | 0 | 1
Cc1cnnc2ccc3c(no[n+]3[O-])c12 | 0 | 3 | 0 | 2 | 11 | 112 | 111 | 111 | 0.3 | 0 | 0
C=CCC(CC=C)(NC(=O)c1ccccc1C)c1ccccc1 | -6 | 0 | 0 | -2 | 15 | 99 | 100 | 99 | 0.3 | -3 | -3
COCCCNC(c1ccccc1)c1ccncc1 (configuration not stated) | -9 | 1 | -14 | 4 | 47 | 100 | 99 | 100 | 0.2 | -7 | 1
COC(=O)c1sccc1NC(=O)c1c(C)c(-c2cccc(Cl)c2)nc2ccccc12 | -8 | 41 | -3 | -3 | 11 | 103 | 98 | 99 | 5.1 | -3 | -2
Cc1ccc(S(=O)(=O)N2CCC(CN3C(=O)c4cccc5cccc(c45)C3=O)CC2)cc1 | -5 | 5 | -2 | -1 | 21 | 108 | 110 | 108 | 3.2 | -2 | -1
O=c1c2c(n3cnnc3n1-c1ccccc1)-c1ccccc1CC21CCCC1 | -4 | -5 | 0 | -3 | 5 | 102 | 100 | 100 | 1.2 | 2 | -3
Nc1ccc(-c2cc(-c3cccc(N)c3)nc(-c3ccccc3)n2)cc1 | 5 | -15 | 10 | 7 | 11 | 102 | 94 | 94 | -4.3 | 10 | 4
CCOC(=O)c1c(NC(=O)CSc2nc3c(c(=O)n(C)c(=O)n3C)n2C(C)C)sc(C)c1C | -8 | 2 | -10 | -5 | 44 | 99 | 100 | 99 | 1.8 | -5 | -2
